# Assay outcomes (PubChem BioAssay)
# SARS 3CLpro inh = SARS-CoV 3CLpro protease inhibitors, primary screen, biochemical, quenched FRET. 0.14% of 290,000 active. Replicase polyprotein 1ab (Severe acute respiratory syndrome coronavirus), P0C6X7. recombinant SARS-CoV 3CLpro, quenched FRET peptide cleavage. inhibition, % at 6 µM; in the data active = inhibition above about 12%
# DUSP3 inh = VHR1 phosphatase inhibitors, primary screen, biochemical, absorbance, uHTS. 0.52% of 290,000 active. inhibition, % at 13.3 µM. recombinant VHR phosphatase, pNPP absorbance. Dual specificity protein phosphatase 3 (Homo sapiens), P51452. AID 1654, 2009; in the data active = inhibition above about 50%; note: some compounds called inactive have numbers as strong as hits
# Target sequence (P51452 whole entry, looked up): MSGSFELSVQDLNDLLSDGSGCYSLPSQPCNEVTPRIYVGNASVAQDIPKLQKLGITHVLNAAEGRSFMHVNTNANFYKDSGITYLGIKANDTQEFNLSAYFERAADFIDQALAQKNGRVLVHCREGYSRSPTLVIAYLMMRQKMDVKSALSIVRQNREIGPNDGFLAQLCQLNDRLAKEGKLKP
# PrPC TRFRET = inhibitors of human cell surface prion protein PrPC, primary screen, cell-based, TR-FRET. 0.43% of 370,000 active. inhibition, % at 13.8 µM. AID 720596, 2013. TR-FRET read-out; in the data active = inhibition above about 24%; note: 0% = median of the test wells and 100% = reference compound wells
# CCHFV vOTU inh = CCHFV vOTU protease inhibitors, primary screen, biochemical, Pep-AMC substrate, fluorescence; inhibition, % at 11.5 µM; 0.55% of 370,000 active; Crimean-Congo hemorrhagic fever virus L polyprotein viral ovarian tumor (vOTU) protease …; in the data active = inhibition above about 30%; note: 0% = vehicle wells with enzyme and 100% = no enzyme wells
# Anthrax LF prot = Bacillus anthracis LF protease inhibitors, primary screen, biochemical, multiplex microsphere, MLPCN library | 0.12% of 360,000 active | Lethal factor (Bacillus anthracis), P15917 | inhibition, % at 10 µM | AID 588501, 2011 | multiplex microsphere protease cleavage assay; note: plate controls were buffer without enzyme for full effect and enzyme alone for no effect
# PriA SSB inh = inhibitors of Klebsiella pneumoniae PriA binding to SSB C-terminal tail, primary screen, biochemical, AlphaScreen; PriA–SSB C-terminal tail interaction (Klebsiella pneumoniae); AlphaScreen SSBct-PriA binding, biotinylated peptide; inhibition, % at 33 µM; 0.6% of 430,000 active; AID 1272365, 2023; in the data active = inhibition mostly above about 37%, no sharp cut-off; inactive = mostly below about 20%;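 note: plate controls were negative control peptide for no effect and reference peptide for full effect; strong numbers were not always called active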
# Rv3671c protease = Rv3671c serine protease inhibitors, primary screen, biochemical, fluorescence polarization, M. tuberculosis H37Rv; P9WHR9; inhibition, % at 5.96 µM; 0.048% of 320,000 active; AID 2606, 2010; in the data active = inhibition above about 38%;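 note: extracellular domain of Rv3671c used as enzyme; 0% = enzyme with DMSO and 100% = no enzyme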
# Target sequence (P9WHR9 whole entry, looked up, the tested form may be a part): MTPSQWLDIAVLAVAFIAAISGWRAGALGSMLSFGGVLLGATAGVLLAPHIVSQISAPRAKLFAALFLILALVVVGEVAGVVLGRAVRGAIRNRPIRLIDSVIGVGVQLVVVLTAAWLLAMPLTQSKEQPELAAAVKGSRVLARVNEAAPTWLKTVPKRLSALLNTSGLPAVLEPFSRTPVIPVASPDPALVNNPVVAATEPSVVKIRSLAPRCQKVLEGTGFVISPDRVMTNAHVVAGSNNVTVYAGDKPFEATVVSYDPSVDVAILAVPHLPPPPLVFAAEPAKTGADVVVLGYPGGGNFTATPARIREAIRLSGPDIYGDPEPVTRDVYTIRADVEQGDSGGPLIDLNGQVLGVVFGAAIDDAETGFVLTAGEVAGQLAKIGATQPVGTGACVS
# BoNT-F LC inh = BoNT/F light chain protease inhibitors, primary screen, biochemical, flow cytometry, MLPCN library; Botulinum neurotoxin type F light chain protease (Clostridium botulinum); Multiplex microsphere protease cleavage assay; inhibition, % at 10 µM; 0.22% of 360,000 active; AID 588497, 2011; in the data active = inhibition above about 35%, passing the limit was not always enough; inconclusive = no clear call, values can overlap the other calls; note: plate controls were buffer without enzyme for full effect and enzyme alone for no effect
# BoNT A protease = BoNT/A light chain protease inhibitors, primary screen, biochemical, flow cytometry, MLPCN library | multiplex microsphere protease substrate cleavage | inhibition, % at 10 µM | 0.17% of 360,000 active; note: plate controls were buffer without enzyme for full effect and enzyme alone for no effect
# MazEF act = activators of E. coli MazEF toxin-antitoxin RNase, primary screen, biochemical, fluorescence, uHTS; 0.32% of 350,000 active; FAM/BHQ RNA-DNA oligo cleavage fluorescence, 5 h; activation, % at 20 µM; Endoribonuclease toxin MazF (Escherichia coli (strain K12)), P0AE70; AID 504720, 2011; in the data active = activation above about 50%
# Target sequence (P0AE70 whole entry, looked up): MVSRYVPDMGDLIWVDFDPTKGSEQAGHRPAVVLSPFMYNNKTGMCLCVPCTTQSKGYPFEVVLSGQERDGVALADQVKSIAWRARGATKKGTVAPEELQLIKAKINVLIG
# * marks the source's active call; other numbers are inactive results; ? = inconclusive; nt = no result given; & = joins results of further samples. Cut-off read from the data, not from the text of the source, unless noted: active = inhibition above about 30%; inconclusive = no clear call, values can overlap the other calls; inactive = below that. These rows are one share of the data; rates above refer to the full screens.
SMILES,SARS 3CLpro inh,DUSP3 inh,PrPC TRFRET,CCHFV vOTU inh,Anthrax LF prot,PriA SSB inh,Rv3671c protease,BoNT-F LC inh,BoNT A protease,MazEF act
CCC(=O)c1ccc(OCC(O)CN(CCc2ccccc2)Cc2ccccc2)cc1 (configuration not stated),-5,24,9,12,-3,-71,-10,-8,-1.0,1
CCC(CC)NC(=O)/C=C/c1ccccc1Cl,0,5,4,-10,0,-13,-9,-3,-0.2,-2
COc1ccc(OC)c(NC2=NCCS2)c1,4,22,-2,-16,-1,-13,1,-5,-0.5,11
COC(=O)Cc1[nH]n(-c2nc3ccccc3s2)c(=O)c1C(C)=O,1,23,1,-7,-1,-10,4,-4,-2.3,2
Cc1c(N=Nc2c(O)n(-c3ccc(Br)cc3)c(=O)[nH]c2=O)c(=O)n(-c2ccccc2)n1C,3,-9,-2,-2,nt,36,-38,nt,nt,-2
Cc1ccc(S(=O)(=O)Nc2ccc(Oc3cccnc3)nc2)cc1,-3,19,3,-9,-6,6,11,-6,-0.8,5
Cc1nc(C(F)(F)F)ccc1C(=O)N1CCC1(C)C(=O)NS(=O)(=O)c1cccc(F)c1 (configuration not stated),nt,nt,0,10,-2,nt,nt,-1,0.1,nt
c1ccc(CN2CCN(c3cnc4ccccc4n3)CC2)cc1,-10,18,1,4,13,-13,3,?,-7.5,8
CN(C(=O)CSc1nnc(-c2cccc(F)c2)n1N)C1CCS(=O)(=O)C1 (configuration not stated),0,-20,-1,11,0,1,4,-2,-0.2,0
CCOc1ccc(NC(=O)CSc2nc(=O)n(Cc3ccccn3)c3c2CCC3)cc1,nt,nt,2,5,6,-4,4,3,-0.4,5
CN(C)c1ccc(C(=O)N2CCCC(CCC(=O)N3CCN(c4ccccn4)CC3)C2)cc1 (configuration not stated),-1,-5,6,-2,0,-9,-2,4,-1.1,-4
O=P(c1ccccc1)(c1ccccc1)c1cc(Br)cc(Br)c1OCCO,2,7,10,-2,-4,-3,2,-8,0.7,2

# Two compounds drawn at random from those above, as already listed:
SMILES,SARS 3CLpro inh,DUSP3 inh,PrPC TRFRET,CCHFV vOTU inh,Anthrax LF prot,PriA SSB inh,Rv3671c protease,BoNT-F LC inh,BoNT A protease,MazEF act
COC(=O)Cc1[nH]n(-c2nc3ccccc3s2)c(=O)c1C(C)=O,1,23,1,-7,-1,-10,4,-4,-2.3,2
Cc1c(N=Nc2c(O)n(-c3ccc(Br)cc3)c(=O)[nH]c2=O)c(=O)n(-c2ccccc2)n1C,3,-9,-2,-2,nt,36,-38,nt,nt,-2

# The main list resumes; the five compounds before the break are reprinted first.
SMILES,SARS 3CLpro inh,DUSP3 inh,PrPC TRFRET,CCHFV vOTU inh,Anthrax LF prot,PriA SSB inh,Rv3671c protease,BoNT-F LC inh,BoNT A protease,MazEF act
c1ccc(CN2CCN(c3cnc4ccccc4n3)CC2)cc1,-10,18,1,4,13,-13,3,?,-7.5,8
CN(C(=O)CSc1nnc(-c2cccc(F)c2)n1N)C1CCS(=O)(=O)C1 (configuration not stated),0,-20,-1,11,0,1,4,-2,-0.2,0
CCOc1ccc(NC(=O)CSc2nc(=O)n(Cc3ccccn3)c3c2CCC3)cc1,nt,nt,2,5,6,-4,4,3,-0.4,5
CN(C)c1ccc(C(=O)N2CCCC(CCC(=O)N3CCN(c4ccccn4)CC3)C2)cc1 (configuration not stated),-1,-5,6,-2,0,-9,-2,4,-1.1,-4
O=P(c1ccccc1)(c1ccccc1)c1cc(Br)cc(Br)c1OCCO,2,7,10,-2,-4,-3,2,-8,0.7,2
CN(C)CCN(C(=O)c1ccc2ccccc2c1)c1nc2cc3c(cc2s1)OCCO3,-2,-9,1,3,0,26&33,1,3,-1.7,-13
O=C(N/N=C\c1ccccc1OCc1ccccc1)c1ccco1,5,5,-11,13,0,nt,6,2,-0.2,4
COc1ccc(-c2nc3cc(C)ccn3c2NCc2ccc3c(c2)OCO3)cc1,3,-4,0,-23,-2,54*,-4,-14,-3.2,1
Cc1ccc(S(=O)(=O)NCCc2nnc(SCc3cccnc3)n2C)cc1,-7,6,1,-3,-1,0,-3,3,1.5,2
CCN(CC)c1ccc(/C=C(\C#N)c2ccccn2)cc1,-3,-5,nt,nt,-1,-129,5,-4,0.2,-9
O=c1[nH]c(CSc2nc3ccccc3s2)nc2cc(Cl)ccc12,-5,-4,15,2,nt,nt,-16,nt,nt,nt
CCOC(=O)C1=C(COC(=O)c2cccc(Cl)c2)NC(=O)NC1C (configuration not stated),0,14,-4,8,0,-1,-3,-2,-1.7,-1
O=C(NCc1nnc(SCC(=O)N2CCCCCC2)o1)c1ccccc1F,1,6,11,-1,-1,3,6,-2,-0.1,8
Cc1cccc(C(=O)NC(=S)NC(C)c2ccccc2)c1 (configuration not stated),nt,nt,11,3,-15,-7,-10,?,-9.7,-2
CC(C)CSc1nc2c(c(=O)[nH]c(=O)n2C)n1CCc1ccccc1,-2,15,-6,3,0,-2,1,-2,-0.1,-1
COc1ccc(C(C(=O)NC2CCCC2)N(CC2CCCO2)C(=O)Cc2cccs2)cc1OC (configuration not stated),0,22,4,-4,1,-8,-2,0,0.1,6
O=C(NCCS(=O)(=O)N1CCN(c2ccccc2)CC1)c1ccccc1F,nt,nt,-3,-10,-7,2,1,-5,-1.2,4
C(=NC12CN3CN(CN(C3)C1)C2)c1ccc2c(c1)OCO2,3,3,-2,4,-12,-12,3,-5,-1.3,-1
CC/C(=C/c1sc2ccc(C)cc2[n+]1CCCS(=O)(=O)[O-])SC,2,-11,-3,10,nt,-3,2,nt,nt,0
CCN(CC)CCCNc1nc(CN2CCOCC2)nc2sc3c(c12)CCC3,6,31,-9,8,1,-4,-12,0,1.6,-4
Cc1cccc(C)c1OCc1cc(C(=O)N(Cc2c(C)nn(C)c2C)C2CC2)no1,4,-20,12,5,-2,5,-7,2,0.4,0
COC(=O)Cc1csc(NCc2ccccc2)n1,3,36,11,7,3,-11,-2,6,3.5,12
O=C(O)c1cccc(-n2cccc2/C=N/O)c1,-2,18,8,-3,-4,nt,0,1,0.4,3
COc1ccccc1CCCNC(=O)C1CCC(=O)N(CCCN2CCCC2=O)C1 (configuration not stated),1,18,0,5,-1,-20,4,2,0.2,-12
CC(=O)NS(=O)(=O)c1ccc(NC(=O)c2ccc3c(c2)NC(=O)CS3)cc1,nt,nt,2,7,8,-15,3,-6,0.1,6
O=C(OCc1cc(=O)n2ccsc2n1)c1ccccc1O,nt,nt,-3,6,7,-5,-2,6,-0.6,-1
COc1ccc([C@H]2C[C@@H](O)[C@H](n3cc(C4CC4)nn3)CN2CC2CCCCC2)cc1,nt,nt,1,10,-1,nt,nt,-2,-0.3,-3
Cc1cccn2c(=O)c3c(nc12)N1CCc2ccccc2C1C1(C3)C(=O)NC(=O)N(C)C1=O (configuration not stated),1,-10,-4,2,-3,5,-9,0,0.6,2
Nc1[nH]c(C(=O)c2ccccc2)c(-c2ccc(Cl)cc2)c1C(=O)NCc1ccco1,nt,nt,10,27,-6,nt,nt,2,-0.3,nt
COc1ccc(NC(=O)CCCC(=O)c2ccccc2)cc1OC,-9,-13,0,-11,19,3,-4,9,0.3,-6
NC(=O)c1ccsc1NC(=O)c1coc2ccccc2c1=O,2,22,-2,2,-1,1,-14,1,0.4,16
COc1cccc(OCC(O)CN2CCN(c3ccccc3)CC2)c1 (configuration not stated),-6&3,19,-1&9,0&17,3&3,-1,-4&6,-16&-11,-2.1&-2.1,-2&10
CN(C)S(=O)(=O)c1ccc(C(=O)Nc2ccc(S(=O)(=O)NC3=NCCCCC3)cc2)cc1,8,-14,-7,1,0,-3,-7,4,0.3,-5
Cc1ccc(Cl)cc1N1CCN(C(=O)c2cccc3c(=O)c(C)c(-c4ccccc4)oc23)CC1,2,-4,4,-2,-1,7,nt,2,0.6,-17
CCOc1ccc(OCC)c(S(=O)(=O)NCc2ccc3c(c2)OCO3)c1,nt,12,11,-3,-8,-7,2,-6,0.2,6
COc1ccccc1NS(=O)(=O)c1ccc(NN=C2CCCCC2)c([N+](=O)[O-])c1,5,-2,-5,25,-2,62*,-3,-6,0.0,1
Cc1cc(NC(=O)c2ccccc2Cl)ccc1NC(=O)c1ccccc1Cl,1,-4,0,-8,-10,-9,-9,-6,1.0,10
COc1cc(CNCc2cccnc2)ccc1OCC(=O)NC(C)(C)C,-3,18,2,2,-2,-10,1,-3,-0.6,4
COc1ccccc1Cc1c(-c2cccc(Cl)c2)nc2ccc(Br)cn12,nt,nt,-5,12,-11,nt,nt,-8,4.2,nt
CCOc1cc(C2C(C#N)=C(N)SC(N)=C2C#N)ccc1OCCN1CCOCC1,4,12,20,-12,-3,-4,2,4,1.4,1
Cc1nc(C)c(-c2csc(Nc3ccc(C(=O)O)c(O)c3)n2)s1,5,16,-4,5,17,7,nt,4,1.2,-4
N#C/C(=C\c1ccc(-c2cccc([N+](=O)[O-])c2)o1)c1nnc(N2CCOCC2)n1-c1ccccc1,2,15,-12,1,nt,nt,-4,nt,nt,nt
Cc1cc2cc(CNC(=O)Cc3ccc([N+](=O)[O-])cc3)ccc2[nH]1,6,-24,-19,4,8,4,-1,-31,58*,2
N#Cc1cnn2c(-c3cccc(C(F)(F)F)c3)ccnc12,2,18,-1,-18,6,-6,-8,?,-3.3,0
COc1ccc(C(=O)N2CCOC2CNC(=O)C(=O)NCc2ccc(C)cc2)cc1 (configuration not stated),nt,nt,10,-4,0,nt,nt,1,-0.2,7
CC(C)c1cccc(C(C)C)c1NC(=O)CN1CCCC1,-9,2,5,12,5,-9,3,-2,-0.1,2
